ALOX12 inh: Primary qHTS assay for inhibitors of human arachidonate 12S-lipoxygenase (ALOX12): Round 2. Polyunsaturated fatty acid lipoxygenase ALOX12 (Homo sapiens), P18054. purified 12hLO, xylenol orange hydroperoxide absorbance. Potency, µM (series often up to 108 µM), for inactives: at the highest dose activity change, negative = inhibition, actives largely listed as inhibitors. 580,000 tested, 1.1% active. AID 1671190, 2021; note: potency is the fitted concentration of half-maximal effect; % is set by controls: 0 for no effect and ±100 for the full control effect
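Purified human 12hLO at 150 nM in 25 mM Hepes, 0.01% Triton X-100, pH 7.0, preincubated 15 min at room temperature with compound. Reaction started with 40 uM arachidonic acid, 30 min at room temperature. Hydroperoxide measured by Fe-xylenol orange, 573/405 nm absorbance ratio.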
GLS inh: qHTS for Inhibitors of Glutaminase (GLS); Glutaminase kidney isoform, mitochondrial (Homo sapiens), O94925; GLS enzymatic activity, qHTS titration; Potency, µM (highest dose often 45.5 µM), inactives show top-dose activity change, negative = inhibition, most hits filed as inhibitors; 410,000 tested, 0.21% active; note: potency is the fitted concentration of half-maximal effect; % is set by controls: 0 for no effect and ±100 for the full control effect
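Glutamate formation by hKGA was monitored fluorometrically using coupled glutamate oxidase, HRP and Amplex Red. Substrate was added as 1 mM L-glutamine solution; incubation was 30 min at RT after an initial read.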
BAZ2B inh: qHTS Assay for Inhibitors of BAZ2B; 360,000 tested, 4.4% active; AID 504333, 2011; AlphaScreen BAZ2B-H3K14Ac peptide displacement; Potency, µM (highest dose often 114 µM), without a hit: at the top dose activity change, negative = inhibition, usual class: inhibitors; Bromodomain adjacent to zinc finger domain protein 2B (Homo sapiens), Q9UIF8; note: potency is the fitted concentration of half-maximal effect; % is set by controls: 0 for no effect and ±100 for the full control effect; nearly all actives have a fitted effect of over 60% in size
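Inhibition is scored as reduced AlphaScreen emission. The BAZ2B/b-H3(5-23)K14Ac complex (50 nM each) in PBS pH 7.4, 0.01% Tween-20 meets compound (up to 110 uM) for 30 min at RT before bead addition.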
ERG-DNA inh: qHTS for Small Molecule Inhibitors of the ERG Ets/DNA interaction. fluorescence polarization, His-ERG Ets domain / labelled DNA. Potency, µM (highest dose often 76.9 µM), without a hit: at the highest dose FP activity, negative = inhibition, actives largely listed as inhibitors. 370,000 tested, 0.028% active; active = well fitted inhibition curve with a large enough effect in the polarisation, with a control signal flat; inconclusive = small, poorly fitted or top-dose-only effect, or effect the other way, or a change in a side signal; inactive = no such curve, though single readings can be large or run the other way; the % refers to the polarisation;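 note: polarization taken with two DNA probes labelled with fluorescein and Texas red; potency is the fitted concentration of half-maximal effect; % of control where 0% means no effect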
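His-tagged ERG Ets domain (1 uM in the protein solution; 300mM KCl, 50mM Tris-HCl, 1mM EDTA, 1mM DTT, pH 7.5) received compound, then a probe mix of 5 nM fluorescein-DNA and 100nM Texas-615-DNA. Fluorescence polarization was read for both dyes.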
JMJD2A Tudor inh: qHTS Assay for Inhibitors of JMJD2A-Tudor Domain. 390,000 tested, 4.4% active. AlphaScreen JMJD2A-Tudor / H3K4me3 peptide binding. Potency, µM (series often up to 114 µM), without a hit: at the highest dose activity change, negative = inhibition, hits mostly inhibitors; note: potency is the fitted concentration of half-maximal effect; % is set by controls: 0 for no effect and ±100 for the full control effect; nearly all actives have a fitted effect of over 50% in size
RGS4 inh: Inhibitors of Regulator of G Protein Signaling (RGS) 4: qHTS; Potency, µM (titrated, usually from 114 µM), without a hit: at the highest dose activity change, negative = inhibition, actives largely listed as inhibitors; Regulator of G-protein signaling 4 (Homo sapiens), P49798; 390,000 tested, 0.039% active; Transcreener GDP fluorescence polarization, RGS4-accelerated GTP hydrolysis; note: potency is the fitted concentration of half-maximal effect; % is set by controls: 0 for no effect and ±100 for the full control effect; nearly all actives have a fitted effect of over 75% in size; some results filed as inactive show a strong effect at the top dose
Target sequence (P49798 whole entry, looked up): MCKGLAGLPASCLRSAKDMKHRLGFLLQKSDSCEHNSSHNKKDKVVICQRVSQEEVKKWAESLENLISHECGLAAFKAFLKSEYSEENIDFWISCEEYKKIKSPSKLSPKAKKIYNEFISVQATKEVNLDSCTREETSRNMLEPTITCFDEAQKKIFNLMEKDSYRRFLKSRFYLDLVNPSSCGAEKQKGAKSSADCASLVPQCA
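MLSMR compounds (23 nl, pin-transferred) preincubated 10 min at room temperature with a 500nM (2x) first reagent, then RGS4 at 900nM (2x) plus Transcreener GDP mix added; fluorescence polarization (620/688 nm) read before and after 90 min at 30 °C.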
PI4K2A inh: qHTS for small molecular inhibitors of PI4K2A | Phosphatidylinositol 4-kinase type 2-alpha (Homo sapiens), Q9BTU6 | AID 1346378, 2018 | 420,000 tested, 0.13% active | purified PI4K2A, ADP-Glo luminescence, 1 h; active compounds read low | activity change, negative = inhibition, % at 76.9 µM; in the data active = activity change below about -50%; inconclusive = mostly about -30% to -49%;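 note: -100% = wells without enzyme as full effect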
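PI4K2A activity was measured by ADP-Glo luminescence: enzyme (4 ug/mL stock) and phosphatidylinositol (1.2 mM stock) in Tris pH 7.5/MgCl2/EGTA/Triton X-100 buffer were reacted with ATP (300 microM stock) for one hour at ambient temperature.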
G9a block: qHTS Assay for Inhibitors of Histone Lysine Methyltransferase G9a; Histone-lysine N-methyltransferase EHMT2 (Homo sapiens), Q96KQ7; Potency, µM (series often up to 102 µM), for inactives: top-dose activity, negative = inhibition, usual class: inhibitors; G9a H3K9 monomethylation, AlphaScreen, 2 h; 350,000 tested, 8.8% active; note: potency is the fitted concentration of half-maximal effect; % is set by controls: 0 for no effect and ±100 for the full control effect; nearly all actives have a fitted effect of over 75% in size
Target sequence (Q96KQ7 913-1193 limits assumed): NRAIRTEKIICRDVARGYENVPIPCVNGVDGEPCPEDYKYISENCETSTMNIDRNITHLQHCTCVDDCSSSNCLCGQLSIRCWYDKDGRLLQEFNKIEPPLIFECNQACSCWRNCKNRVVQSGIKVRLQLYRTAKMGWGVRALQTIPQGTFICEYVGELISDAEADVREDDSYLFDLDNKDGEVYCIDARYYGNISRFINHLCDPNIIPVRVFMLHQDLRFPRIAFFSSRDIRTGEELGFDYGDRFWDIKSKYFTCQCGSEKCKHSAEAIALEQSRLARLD
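AlphaScreen read-out: biotin-H3K9 peptide (500 nM) methylation by 20 nM enzyme with 20 uM SAM, 2 h at room temperature after 15 min compound preincubation; anti-monomethyl H3K9 antibody plus donor/acceptor beads, 10 min dark.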
HP1b chromo inh: HTS for Inhibitors of HP1-beta Chromodomain Interactions with Methylated Histone Tails. AlphaScreen HP1-beta / biotin-H3K9me3 peptide binding. 390,000 tested, 0.56% active. Potency, µM (series often up to 114 µM), without a hit: at the highest dose activity change, negative = inhibition, most hits filed as inhibitors. Chromobox protein homolog 1 (Homo sapiens), P83916; note: potency is the fitted concentration of half-maximal effect; nearly all actives have a fitted effect of over 70% in size; inactives centre near 23
Target sequence (P83916 whole entry, looked up): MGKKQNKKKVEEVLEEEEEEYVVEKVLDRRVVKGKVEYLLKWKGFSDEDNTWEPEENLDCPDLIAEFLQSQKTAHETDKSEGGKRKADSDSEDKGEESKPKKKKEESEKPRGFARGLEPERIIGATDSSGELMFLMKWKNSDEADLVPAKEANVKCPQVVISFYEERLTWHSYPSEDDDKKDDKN
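Compound inhibition of the preformed complex between 50 nM HP1-beta and 50 nM biotinylated H3K9me3 peptide was read by AlphaScreen. Buffer was PBS pH 7.4 with 0.01% Tween-20. Incubations ran 30 min at room temperature, with 10 ug/mL donor/acceptor beads.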
The depositor's hits bear a star; ? = inconclusive; . = no result given; & = joins results of further samples; [ ] = remark or other dose. Unless noted, calls come from the whole dose curve; as a rule, active = well fitted curve in the direction sought with a large enough effect; inconclusive = small, poorly fitted or top-dose-only effect, or another doubt; inactive = no such curve, though single readings can be large; an effect the other way counts as inactive or inconclusive.

SMILES	ALOX12 inh	GLS inh	BAZ2B inh	ERG-DNA inh	JMJD2A Tudor inh	RGS4 inh	PI4K2A inh	G9a block	HP1b chromo inh
CC1CCCCN1Cc1nc2c(c(=O)n(C)c(=O)n2C)n1Cc1ccc(Br)cc1 (configuration not stated)	1%	1%	.	-4%	-8%	-5%	3	4%[59 µM]	38%
NC(=O)C1CCN(C(=O)c2cc(S(=O)(=O)N3CCN(c4ccccc4)CC3)ccc2Cl)CC1	-7%	8%	.	11%	-18%	-26%	-2	.	29%
O=C(c1ccccc1)c1ccc(OCC(O)CNCc2ccc(F)cc2)cc1 (configuration not stated)	?	-4%	35µM*	9%	5µM*	-38%	1	5µM*	-10%
CC1CCc2c(sc3nc(C4CC4)nc(N4CCN(C(=O)c5ccco5)CC4)c23)C1 (configuration not stated)	?	15%	.	1%	?	?	8	.	-25%
COc1ccc(NC(=O)C2=CC=CN3CCS(=O)(=O)N=C23)c(OC)c1	-11%	14%	.	3%	-13%	-40%	2	.	11%
O=C(c1ccco1)N(Cc1ccc(Cl)cc1)C1CCS(=O)(=O)C1 (configuration not stated)	-14%	3%	-6%	0%	-7%	42%	-2	.	31%
CCOc1ccc2oc(C(=O)NNC(=O)c3csc(N4CCOCC4)n3)c(C)c2c1	?	7%	-16%	-7%	-26%	-6%	2	.	4%[57 µM]
COc1cccc(CN(C)CC(O)COC(c2ccccc2)c2ccccc2C)c1 (configuration not stated)	-28%	-16%	-16%	4%	-21%	7%	-4	-11%	17%
Cc1nnc(SCC(=O)NC(=O)NC(C)(C)C)n1N	0%	21%	4%	-7%	?	-46%[56.9 µM]	1	?	?
CCOC(=O)N1CN(C(=O)OCC)CN(C(=O)OCC)C1	14%	-5%	3%	-8%	-7%	-2%	2	43%	24%
CC(C)(C)c1ccc(Cn2nnc3c(=O)[nH]c(C4CCN(C(=O)c5ccco5)CC4)nc32)cc1	?	4%	?	1%	79µM*	-26%	-1	?	-28%
CCOc1ccc(S(=O)(=O)N2CCCC(C(=O)N3CCC(C(N)=O)CC3)C2)cc1Cl (configuration not stated)	7%	10%	2%	-3%	-30%	8%	-5	11%	-6%
N#CCC(=O)N1CCCCCC1	5%	72%[activator]	9%	2%	11%	15%	-2	1%[59 µM]	26%
CC1Cc2ccccc2N1C(=O)Cn1cc([N+](=O)[O-])cn1 (configuration not stated)	0%	1%	1%	4%	-11%	-2%	-6	45%[12.7 µM]	10%
CCC(=O)N1CCN(c2c(Cl)cccc2[N+](=O)[O-])CC1	10%	-2%	-6%	-4%	-10%	-14%	-17	37%	36%
COc1ccc2[nH]c(=O)c(CN(Cc3nnnn3Cc3ccc(F)cc3)CC3CCCO3)cc2c1 (configuration not stated)	?	-3%	-13%	-6%	-17%	-28%	4	?	35%
COC(=O)c1cc(O)c(OCc2ccccc2)c(O)c1	0%	24%	7%	2%	-9%	4%	6	10%[12.7 µM]	35%
O=C(Oc1ccc(-c2cnc3ccccc3n2)cc1)c1cccc([N+](=O)[O-])c1	-1%	3%	7%	-3%	-15%	-14%	-9	8.9µM*	11%
O=C(NCc1ccc2c(c1)OCO2)C1CCCN1C(=O)Nc1cccc(Cl)c1 (configuration not stated)	0%	5%	-3%	-5%	8%[57.1 µM]	9%[56.9 µM]	0	-30%[12.7 µM]	52%[activator]
CC(=O)Oc1ccccc1C(=O)Oc1ccccc1C(=O)O	-1%	2%	-18%	18%	-14%	-19%	5	-37%[59 µM]	62%[activator]
O=C(NS(=O)(=O)Oc1cccc(F)c1)OC[C@@H]1CCCN2CCCCC12 (some centres not stated)	-1%	9%	1%	3%	-11%	-11%	-2	11%	-6%
Cc1nnc2c(Oc3ccccc3)nc3ccccc3n12	170%[activator]	9%	-7%	4%	-32%	-13%	1	53%[activator][12.7 µM]	36%
CS(=O)(=O)c1ccc(Cl)c(NC(=O)C2CCN(S(=O)(=O)c3cccs3)CC2)c1	-10%	-7%	-1%	2%	-25%	15%	4	2%[12.7 µM]	12%
O=C(c1cccc(Cl)c1)N1CCN(c2ncnc3c2cnn3-c2ccccc2)CC1	1%	-2%	-13%	-7%	-13%	21%	1	.	22%
CC(=O)c1c(NCCc2ccccc2)nc(=S)n(-c2ccccc2)c1C	?	-4%	-25%	12%	-30%	-35%	-4	-2%	26%
CCOC(=O)CSc1nc2ccc(NC(=O)COc3ccccc3)cc2s1	-5%	4%	-10%	-1%	2%	-17%	-5	-8%[59 µM]	58%[activator]
COc1cccc(N2CCN(C(=O)c3ccc(CS(=O)c4ccccc4Cl)o3)CC2)c1 (configuration not stated)	-19%	25%	?	-3%	-22%	-11%	-9	22%	26%
Nc1ccc(NC(=O)c2ccco2)c(Cl)c1	-1%	0%	-15%	-1%	-4%	-10%	2	19%	24%
Cc1c2cn[nH]c(=O)c2c(C)n1Cc1ccc(F)cc1	29%	7%	-33%	-13%	-28%	20%	3	?	9%
COc1ccc(C(C(=O)NC2CCCCC2)N2CCC3(CC2)OCCO3)cc1 (configuration not stated)	0%[57.4 µM]	?	-4%	0%	-4%	-10%	-1	16%[12.7 µM]	24%
CCc1cnc2c(c1SCc1ccccc1C)c(=O)n(C)c(=O)n2C	-17%	-13%	-4%	7%	-6%	16%	-1	11%[59 µM]	3%
Cc1ccc(NC(=O)CSc2nccn2C)cc1F	380%[activator]	6%	-12%	9%	-19%	38%	-2	3%	56%[activator]
O=C(CSc1nc2c(c(=O)[nH]1)CN(Cc1ccc3c(c1)OCO3)CC2)Nc1ccc(F)c(F)c1	?	-7%	-15%	1%	-11%	-6%	-2	-9%[59 µM]	78%[activator]
CC1CCCC(NC(=O)CN2C(=O)NC(C)(c3ccccc3)C2=O)C1C (configuration not stated)	-22%	11%	8%	-2%	-8%	1%	-2	?	37%
O=[N+]([O-])/C=C/c1cn(Cc2ccccc2)c2ccccc12	0%	5%	12%[57.1 µM]	-6%	-20%	-32%	27	?	1%
CCOC(=O)N1CCC(NC(=O)CSCc2nc(-c3cccc(OC)c3)oc2C)CC1	0%	6%	-1%	0%	-10%	8%	-1	-3%[12.7 µM]	40%
O=C(CSCc1ccc(Cl)cc1)NCCSCc1ccco1	-21%	7%	-9%	-4%	-23%	14%	-1	?	?
Cc1nc2ccccc2c(=O)n1/N=C/c1ccc(C(C)C)cc1	16%	-7%	-1%	13%	11%	18%	5	26%	40%
CC(C)(C)C(=O)N1CCc2cc(-c3csc(N)n3)ccc21	384%[activator]	22%	50µM*	2%	-29%	?	-4	0%[0.501 µM]	-13%
C=C(C)COc1ccc2c(CC)cc(=O)oc2c1C	1%	-3%	9%	-9%	-1%	-7%	-4	39%[59 µM]	57%[activator]
CCOc1ccc(N2C(=O)CNC2=S)cc1	1%	?	-10%	5%	-9%	2%	-18	8%	3%
Cc1ccccc1Nc1ncnc2c1cnn2-c1ccccc1	-12%	-1%	8%	9%	-8%	-5%	0	-30%	58%[activator]
N/C(Cc1ccc(Cl)cc1)=N\OC(=O)C1CCCCC1	-9%	0%	34%	-14%	30%	-34%	-4	37%[59 µM]	71%
Cc1ccc(-c2cc(NC(=O)c3ccccc3Cl)on2)cc1	-21%	-9%	-2%	-2%	-19%	25%	3	1%[59 µM]	1%
Cc1ccc(-n2c(=O)c3oc4ccccc4c3n(Cc3ccccc3)c2=O)cc1C	-3%	-5%	-5%	-1%	1%	-19%	-1	-3%[59 µM]	29%
Cn1c(=O)c2c(ncn2Cc2cccc(Cl)c2)n(C)c1=O	12%&31%	?	14%	.	0%	-3%	-1	?	16%
CCc1nnc(NC(=O)CCC(=O)N2CCN(S(=O)(=O)c3cc(Cl)ccc3OC)CC2)s1	-10%	-13%	-3%	0%	1%	-13%	-2	3%	51%[activator]

4 compounds from above with just G9a block.
SMILES | G9a block
CCOc1ccc(N2C(=O)CNC2=S)cc1 | 8%
Cc1ccccc1Nc1ncnc2c1cnn2-c1ccccc1 | -30%
N/C(Cc1ccc(Cl)cc1)=N\OC(=O)C1CCCCC1 | 37%[59 µM]
Cc1ccc(-c2cc(NC(=O)c3ccccc3Cl)on2)cc1 | 1%[59 µM]

Screening data as filed in PubChem.

These rows are one share of the data; the hit share may differ from the screen's.
